West Nile antiviral – West Nile virus antiviral activity, cell-based, CPE readout (AID 1621). West Nile virus-infected cells, CPE inhibition; higher % means a stronger effect. one-dose CPE inhibition, % at 10 µM; IC50 in µM for titrated hits. actives 0.02% (n = 290,000); in the data active means a potency from the dose series; inconclusive means CPE inhibition mostly from about 3.7% at the one dose, without a potency; inactive means the rest, 99 in 100 with CPE inhibition below about 2.2%; further: strong numbers were not always called active
ER stress rescue – protection against thapsigargin-triggered cell killing – 384-well, CSM14.1, ATP luminescence, primary screen (AID 1222); 190,000 tested, under 10 active; CSM14.1 thapsigargin-induced death rescue, ATP luminescence; higher % means a stronger effect; one-dose cellular ATP content (survival), % at 20 µM; EC50 in µM for titrated hits;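 active means EC50 below 50 µM in the dose-response confirmation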;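 further: death triggered by thapsigargin at about 15 µM added after 2 h compound pretreatment; cell ATP read after overnight thapsigargin exposure of roughly 18 to 22 hours; normalized against plate controls of thapsigargin alone and 5% DMSO vehicle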
GPR35 antagonists – inhibition of zaprinast-stimulated GPR35 beta-arrestin translocation – imaging, U2OS, beta-arrestin-GFP, zaprinast agonist, primary screen (AID 2058). one-dose inhibition, % at 10 µM; IC50 in µM for titrated hits. actives 0.052% (n = 290,000). U2OS GPR35 beta-arrestin-GFP translocation imaging, zaprinast antagonism; higher % means a stronger effect;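 active means inhibition of at least 50% with at least 30 cells and total cytoplasm GFP at most 10,000,000; inconclusive means under 30 cells or total GFP of 10,000,000 plus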
Rac1 GTP hydrolysis – MgcRacGAP GTPase-activating activity inhibitors, confirmation, biochemical, ADP Hunter fluorescence. MgcRacGAP-stimulated Rac1 GTP hydrolysis, ADP Hunter fluorescence; higher % means a stronger effect; GST-tagged Rac1 F28L mutant substrate. inhibition, % at 30 µM; hits with a dose series show IC50 in µM. actives 0.6% (n = 340,000);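 active means first-screen hits whose inhibition reached a set limit at any dose in the follow-up dose series; inconclusive means inhibition above the set first-screen limit but never retested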;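 further: fluorescence reports GDP produced by GAP-driven GTP hydrolysis; strong numbers were not always called active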
LYP inhibition – PTPN22 lymphoid phosphatase activity blockers – biochemical, fluorescence intensity, uHTS (AID 1779) | inhibition, % at 11.5 µM, or IC50 in µM where a hit was titrated | actives 0.054% (n = 290,000) | recombinant LYP phosphatase, fluorescence intensity; higher % means a stronger effect; in the data active means inhibition above about 50%;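 further: plate controls were vehicle with enzyme for no effect and no enzyme for full effect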
SV40 large T antigen – TAg ATPase/helicase activity blockers – biochemical (AID 1903); SV40 large T antigen ATPase/helicase inhibition assay; higher % means a stronger effect; inhibition, % at 20 µM, or IC50 in µM where a hit was titrated; actives 0.39% (n = 310,000); in the data active means a potency from the dose series; inconclusive means inhibition mostly from about 32% at the one dose, without a potency; inactive means the rest, 99 in 100 with inhibition below about 32%; further: strong numbers were not always called active
RSV antiviral HEp-2 – RSV antiviral activity via CPE protection, HEp-2 cells, primary 10 µM value included (AID 2391); CPE inhibition, % at 10 µM, or IC50 in µM where a hit was titrated; HEp-2 cells, RSV-induced CPE inhibition; higher % means a stronger effect; actives 0.13% (n = 310,000); in the data active means a potency from the dose series; inconclusive means CPE inhibition mostly from about 23% at the one dose, without a potency; inactive means the rest, 99 in 100 with CPE inhibition below about 21%; further: strong numbers were not always called active
NS5 inhibitors – Dengue-2 NS5 methyltransferase inhibitors, primary screen, biochemical, confirmation dose response (AID 588689); Dengue-2 NS5 methyltransferase capping enzyme assay, biochemical; higher % means a stronger effect; inhibition, % at 25 µM; hits with a dose series show IC50 in µM; actives 0.3% (n = 340,000); in the data active means a potency from the dose series; inconclusive means inhibition above about 29% without an active follow-up result
Salmonella PhoP GFP – PhoP-dependent GFP reporter repression – Salmonella Typhimurium, primary screen (AID 1863). S. Typhimurium PhoP-regulated promoter GFP reporter, 4 h; higher % means a stronger effect. one-dose inhibition, % at 50 µM; IC50 in µM for titrated hits. actives 0.16% (n = 300,000);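 active means inhibition over 29.93%, a cutoff 3 SD above the screen mean, later confirmed by dose response; inconclusive means inhibition over 29.93% but no dose response follow-up; inactive means inhibition at most 29.93% or unconfirmed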;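 further: 0% = low Mg2+ inducing control and 100% = high Mg2+ repressing control; strong numbers were not always called active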
NS5 inhibitors pilot replicate – recorded beside NS5 inhibitors, whose call it bears; inhibition, %; measured here: pilot screen replicate inhibition
Active calls of the source: *; ? = inconclusive; . = not tested or not shown.

Start of the listing, in advance, 3 compounds:
SMILES	West Nile antiviral	ER stress rescue	GPR35 antagonists	Rac1 GTP hydrolysis	LYP inhibition	SV40 large T antigen	RSV antiviral HEp-2	NS5 inhibitors	Salmonella PhoP GFP	others
CC(=O)c1ccc(NC(=O)CSc2ccc(-c3ccc4c(c3)OCO4)nn2)cc1	-0.4%	-2.6%	7%	3%	-9%	22%	0.3%	-1%	-3%
Nc1ccc(-c2ccc(C(=O)O)s2)cn1	-0.5%	1.2%	6%	-1%	-37%	5%	-0.3%	-2%	-8%
C/C(CC(=O)Nc1cccc(C(F)(F)F)c1)=N\NC(=O)c1cnccn1	-0.5%	.	10%	2%	-6%	7%	0.8%	-3%	6%

The listing, repeating the preview:
SMILES	West Nile antiviral	ER stress rescue	GPR35 antagonists	Rac1 GTP hydrolysis	LYP inhibition	SV40 large T antigen	RSV antiviral HEp-2	NS5 inhibitors	Salmonella PhoP GFP	others
CC(=O)c1ccc(NC(=O)CSc2ccc(-c3ccc4c(c3)OCO4)nn2)cc1	-0.4%	-2.6%	7%	3%	-9%	22%	0.3%	-1%	-3%
Nc1ccc(-c2ccc(C(=O)O)s2)cn1	-0.5%	1.2%	6%	-1%	-37%	5%	-0.3%	-2%	-8%
C/C(CC(=O)Nc1cccc(C(F)(F)F)c1)=N\NC(=O)c1cnccn1	-0.5%	.	10%	2%	-6%	7%	0.8%	-3%	6%
O=C(c1ccc(F)cc1)N1CCN(Cc2ccccc2)CC1	-0.7%	.	-1%	8%	-11%	4%	3.0%	2%	-2%	NS5 inhibitors pilot replicate=0.0
O=C(Nc1ccc(NC(=O)c2sc3ccccc3c2Cl)cc1Cl)c1ccco1	.	-0.8%	12%	7%	-5%	6%	3.3%	-5%	12%
CCOc1ccc(S(=O)(=O)c2c[nH]c3ccccc3c2=O)cc1	0.0%	.	5%	4%	-8%	8%	4.5%	-7%	5%
Cc1ccc(C)c(N2CCN(C(=O)Cc3ccc(-n4c(=O)[nH]c5ccsc5c4=O)cc3)CC2)c1	-0.6%	-3.6%	2%	11%	-4%	11%	14%	2%	-9%
COc1ccc(S(=O)(=O)N2CCC(C(=O)N(CC(C)C)C3CCS(=O)(=O)C3)CC2)cc1OC (stereo not drawn)	.	.	.	8%	.	10%	1.0%	-3%	14%
CC(C)C(=O)Nc1nnc(-c2ccco2)s1	-0.2%	.	-3%	.	-3%	3%	-2.1%	.	-7%
Cc1cccc(C)c1NC(=O)NC1(C(=O)N2CCN3CCCC3C2)CCCCC1 (stereo not drawn)	-0.5%	.	6%	3%	-16%	-1%	1.3%	-4%	3%
COc1cccc(CNC(=O)C2CCN(S(=O)(=O)c3ccc4c(c3)OCCO4)CC2)c1	-0.3%	.	3%	10%	-6%	10%	1.8%	-4%	10%
Oc1ccc(N=Nc2ccc3c(c2)OCCO3)c2ncccc12	?	.	-3%	14%	1%	9%	2.1%	3%	2%
COc1ccc(C)cc1NC(=O)CSc1nnc(CC(=O)Nc2cccc(C(F)(F)F)c2)n1C	0.0%	1.2%	-9%	0%	-2%	1%	0.0%	-2%	0%
Cc1ccc(C(c2nnnn2C(C)(C)C)N2CCC(C)CC2)cc1 (stereo not drawn)	-2.0%	-1.6%	5%	4%	-1%	19%	1.1%	-3%	3%
COc1cc(OC)cc(C(=O)NNC(=O)c2cc(=O)[nH]c3ccccc23)c1	.	.	.	8%	.	3%	0.7%	8%	4%
CCOc1ccccc1C1CC(c2ccc(Cl)cc2)Nc2nc(N)nn21 (stereo not drawn)	-0.7%	0.7%	-14%	0%	0%	6%	2.6%	0%	11%
O=C1c2ccc(Oc3cccc([N+](=O)[O-])c3)cc2C(=O)N1c1ccccn1	-0.3%	-1.2%	19%	4%	-6%	21%	0.0%	8%	-6%
CCC1(c2ccccc2)NC(=O)N(CC(=O)N(C)CC(=O)Nc2ccc(F)c(F)c2F)C1=O (stereo not drawn)	.	.	.	8%	.	10%	-0.8%	-3%	-4%
COc1ccccc1-n1c(O)c(C=NCc2ccccn2)c2ccccc2c1=O	1.3%	.	6%	10%	4%	8%	3.5%	2%	-3%
CCOC(=O)c1cc(S(=O)(=O)N2CCN(c3ccccc3OC)CC2)cn1C	-0.5%	.	2%	8%	-9%	8%	8.6%	-9%	-3%
Cc1cc(Br)ccc1SCC(=O)OCC(=O)Nc1ccccc1C#N	-1.0%	-3.0%	-11%	2%	-2%	11%	1.9%	5%	-9%
O=C(CNC(=O)c1ccc(Cl)cc1Cl)OCC(=O)N1CCN(c2ccccc2)CC1	0.0%	.	6%	8%	-7%	8%	0.7%	-5%	-5%
Cc1ccc(CNS(=O)(=O)c2ccc3c(c2)NC(=O)CS3)cc1	-0.1%	.	2%	-7%	-6%	16%	4.8%	-5%	10%
COC(=O)C(=Cc1ccc(OCc2ccc([N+](=O)[O-])cc2)c(OC)c1)C(=O)OC	1.9%	-0.3%	8%	14%	2%	22%	29%	-21%	-8%
COc1ccc(Cl)cc1C(=O)OCC(=O)NCCNC(=O)COC(=O)c1cc(Cl)ccc1OC	-0.1%	.	12%	6%	-10%	17%	1.2%	-4%	6%

4 structures already listed, arranged by molar mass, rising.
SMILES	West Nile antiviral	ER stress rescue	GPR35 antagonists	Rac1 GTP hydrolysis	LYP inhibition	SV40 large T antigen	RSV antiviral HEp-2	NS5 inhibitors	Salmonella PhoP GFP	others
C/C(CC(=O)Nc1cccc(C(F)(F)F)c1)=N\NC(=O)c1cnccn1	-0.5%	.	10%	2%	-6%	7%	0.8%	-3%	6%
CCOC(=O)c1cc(S(=O)(=O)N2CCN(c3ccccc3OC)CC2)cn1C	-0.5%	.	2%	8%	-9%	8%	8.6%	-9%	-3%
Cc1cc(Br)ccc1SCC(=O)OCC(=O)Nc1ccccc1C#N	-1.0%	-3.0%	-11%	2%	-2%	11%	1.9%	5%	-9%
COc1ccc(Cl)cc1C(=O)OCC(=O)NCCNC(=O)COC(=O)c1cc(Cl)ccc1OC	-0.1%	.	12%	6%	-10%	17%	1.2%	-4%	6%

The list continues.
SMILES	West Nile antiviral	ER stress rescue	GPR35 antagonists	Rac1 GTP hydrolysis	LYP inhibition	SV40 large T antigen	RSV antiviral HEp-2	NS5 inhibitors	Salmonella PhoP GFP	others
CC(=O)CCc1oc2ccc(C)cc2c1-c1ccc(C)o1	-0.4%	-0.5%	7%	2%	-4%	23%	12%	-14%	-5%
CCCCN(CC)S(=O)(=O)c1c(C)[nH]c(=O)[nH]c1=O	-0.4%	0.6%	-11%	8%	2%	13%	-1.0%	2%	-2%
CC1(C)CC(=O)C2=C(C1)N(c1ccccc1)C(N)=C(C#N)C2c1ccsc1 (stereo not drawn)	-0.3%	3.0%	4%	11%	-9%	6%	-0.7%	2%	8%
Cc1cc(C(C)(C)C)cc(C)c1S(=O)(=O)N1CC(=O)Nc2ccccc21	-0.2%	.	-1%	7%	-4%	6%	0.7%	-3%	0%
COc1ccc(Cl)cc1-c1nc(-c2ccc(NC(=O)c3cccs3)cc2)no1	-1.1%	-2.0%	6%	6%	-2%	2%	60%	-6%	-15%
CC(O)(CS(=O)(=O)Cc1ccccc1Cl)C(=O)Nc1cccc(C(F)(F)F)c1 (stereo not drawn)	-0.7%	-0.1%	2%	-7%	-8%	17%	1.0%	-4%	4%
Cc1ccc(S(=O)(=O)N2CCOCC2)cc1C(=O)NC1CCCCCC1	-0.9%	.	4%	0%	-10%	15%	1.4%	4%	4%
CCOC(=O)c1oc2ccccc2c1NC(=O)c1ccc(Cl)s1	-0.7%	-1.0%	-7%	1%	-1%	17%	1.8%	4%	-9%
Cc1cc(=O)oc2cc(OCC3CC(c4ccccc4Cl)=NO3)ccc12 (stereo not drawn)	-0.3%	-0.6%	-1%	6%	1%	0%	3.0%	-1%	-8%
CCN(CC)c1ccc(C2Nc3cccc4cccc(c34)N2)cc1	-0.9%	.	2%	19%	-4%	8%	10%	-5%	6%
COc1cccc(OC)c1C(=O)NC(=O)NNc1cc(C(F)(F)F)cc(C)n1	-0.3%	.	-2%	0%	-8%	21%	1.1%	-6%	-5%
COc1cc(/C=N/OCC(=O)NC2CCS(=O)(=O)C2)ccc1OC(F)F (stereo not drawn)	0.2%	-2.9%	19%	2%	-6%	8%	1.6%	1%	11%
O=C(NC(=S)Nc1ccccc1N1CCOCC1)c1ccc(Br)cc1	-0.2%	.	3%	8%	-7%	4%	?	-8%	-1%
Cc1c(NC(=O)CCCOc2ccccc2)cccc1[N+](=O)[O-]	-0.5%	-2.4%	-7%	2%	-4%	4%	1.7%	-2%	3%
O=C(NCc1ccco1)c1ccccc1-c1ccc(C(F)(F)F)cc1	-0.3%	-1.2%	10%	9%	-4%	-5%	2.1%	-6%	-5%
Cc1ccc(C(=O)NCCCc2ccccc2)c(C)c1	0.0%	1.0%	6%	5%	-7%	5%	-0.6%	-12%	-5%
Cc1c(CCC(=O)NCCCC(=O)O)c(=O)oc2cc3oc4c(c3cc12)CCCC4	1.2%	.	-10%	7%	0%	53%	2.3%	-4%	0%
COc1cccc(Cn2c(=S)[nH]c3ccc(N4CCOCC4)cc3c2=O)c1	1.1%	-2.9%	7%	13%	4%	3%	1.7%	3%	0%	NS5 inhibitors pilot replicate=-1.5
Cc1ccc(Cn2ccc(NC(=O)c3cc(-c4cccs4)on3)n2)cc1	0.4%	-1.6%	4%	7%	-12%	0%	1.3%	-1%	-3%
Cc1ccc(-c2nnn(CC(=O)NCC3CC3)n2)o1	-0.7%	-0.1%	16%	6%	-7%	-2%	0.6%	-11%	14%
OCC1(Cc2ccccc2)CCN(C2CCN(c3ccc(F)c(F)c3)CC2)CC1	-0.2%	-0.3%	2%	9%	-6%	0%	-0.9%	-5%	-5%
Cc1ccc(NC(=O)CN2C(=O)C3C4C=CC(C4)C3C2=O)cc1S(=O)(=O)N(C)C (stereo not drawn)	-0.7%	-0.2%	5%	-3%	-4%	5%	1.0%	-4%	9%
Cc1cccc(NC(=O)C2CCN(S(=O)(=O)c3ccc4c(c3)OCCO4)CC2)n1	.	.	.	6%	.	1%	14%	4%	-2%
O=C(COC(=O)c1ccccc1SCC(=O)NC1CCCCC1)NC1CCCCC1	-0.2%	1.0%	-10%	-1%	-10%	10%	1.0%	-9%	28%	NS5 inhibitors pilot replicate=-6.7
CCOc1ccc(C(=O)NC(=S)Nc2ccc(N3CCC(C)CC3)cc2)cc1[N+](=O)[O-]	-0.5%	-0.1%	7%	8%	5%	20%	.	3%	-6%
O=c1[nH]c(SCc2ccc(F)cc2)nc2c1cnn2-c1ccc(F)cc1	-0.4%	.	-12%	4%	2%	.	-1.5%	-1%	.
CSc1ncccc1C(=O)OCC(=O)c1cc2ccccc2o1	-0.4%	-1.1%	-8%	1%	-8%	11%	0.1%	-4%	20%
COC(=O)Cc1n[nH]c(=O)c2ccccc12	0.1%	1.8%	11%	4%	-4%	0%	1.8%	-5%	0%

Compound activity as filed in PubChem.
